# NR5A2 inv ag: suppresses constitutive activity of human LRH-1; HEK293T StAR-luciferase reporter, LRH-1 transfected, 24 h; inhibition, % at 3.6 µM; 360,000 tested, 0.13% active;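 active means inhibition above the mean inhibition of all tested compounds plus 3 SD, cut at about 73% in these data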;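 further: 0% = DMSO wells and 100% = reporter-only cells lacking LRH-1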
# Target sequence (O00482 whole entry, looked up): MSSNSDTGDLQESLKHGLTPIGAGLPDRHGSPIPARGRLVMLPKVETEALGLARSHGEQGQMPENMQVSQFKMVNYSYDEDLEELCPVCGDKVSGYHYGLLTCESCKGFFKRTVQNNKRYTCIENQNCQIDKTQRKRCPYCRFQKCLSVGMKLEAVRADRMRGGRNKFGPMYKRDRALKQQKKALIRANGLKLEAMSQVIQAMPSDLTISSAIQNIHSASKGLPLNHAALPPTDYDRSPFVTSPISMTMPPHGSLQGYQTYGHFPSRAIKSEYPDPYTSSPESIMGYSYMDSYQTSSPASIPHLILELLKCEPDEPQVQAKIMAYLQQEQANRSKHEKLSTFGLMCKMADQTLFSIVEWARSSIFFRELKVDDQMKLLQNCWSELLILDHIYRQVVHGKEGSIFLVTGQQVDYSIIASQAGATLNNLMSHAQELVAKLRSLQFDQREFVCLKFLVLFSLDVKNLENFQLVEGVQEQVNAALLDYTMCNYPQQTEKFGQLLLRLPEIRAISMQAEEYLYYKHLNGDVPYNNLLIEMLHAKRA
# SRC3 inh: inhibits human SRC3 coactivator | 360,000 tested, 0.17% active | inhibition, % at 3.6 µM | HEK293 GAL4-SRC3 luciferase reporter, luminescence;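 active means inhibition above a per-campaign cutoff, the mean of all compounds plus 3 SD, cut at about 60% in these data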;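 further: 0% = DMSO-treated cells and 100% = gossypol-treated cells at 36 µM; higher means less SRC3-driven luciferase light from the GAL4 reporter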
# COUP-TFII inh: blocks human COUP-TFII nuclear receptor | P24468 | AID 686940 | 370,000 tested, 0.7% active | inhibition, % at 8.6 µM | HEK293T NGFI-A luciferase reporter, luminescence;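 active means inhibition above a per-plate cutoff, mean inhibition of test wells between control levels plus 3 SD, cut at about 38% in these data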;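 further: cells cotransfected with COUP-TFII expression vector driving the NGFI-A reporter; 0% = median of COUP-TF2 test wells and 100% = reporter-only cells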
# Target sequence (P24468 whole entry, looked up): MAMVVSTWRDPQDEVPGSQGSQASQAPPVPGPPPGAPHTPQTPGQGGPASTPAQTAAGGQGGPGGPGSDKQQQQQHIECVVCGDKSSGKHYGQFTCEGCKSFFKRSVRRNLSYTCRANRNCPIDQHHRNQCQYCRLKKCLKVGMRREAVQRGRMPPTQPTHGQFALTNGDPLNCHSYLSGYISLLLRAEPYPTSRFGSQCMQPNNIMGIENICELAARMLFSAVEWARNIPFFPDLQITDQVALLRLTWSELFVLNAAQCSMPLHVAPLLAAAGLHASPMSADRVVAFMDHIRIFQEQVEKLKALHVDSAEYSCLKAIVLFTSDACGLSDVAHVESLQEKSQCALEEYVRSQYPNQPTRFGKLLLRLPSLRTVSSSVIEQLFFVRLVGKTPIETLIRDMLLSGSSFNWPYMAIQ
# TWEAK-Fn14 inh: blocks TWEAK-Fn14 interaction in a reporter cell assay; TWEAK-stimulated Fn14 reporter cells, luciferase luminescence, 8 h; inhibition, % at 10 µM; 360,000 tested, 2% active; AID 1159606; in the data active means inhibition above about 50%
# SRC2 inh: human SRC2 (NCOA2) inhibition; AID 651957; Q15596; inhibition, % at 9 µM; HEK293 GAL4-SRC2 luciferase reporter, luminescence; 370,000 tested, 0.17% active;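 active means inhibition above the mean inhibition of all tested compounds plus 3 SD, set per campaign, cut at about 52% in these data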;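 further: 0% = DMSO treated cells and 100% = cells given Gossypol at 36 µM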
# SRC1 inh: inhibits human SRC1 coactivator; Q15788; HEK293 GAL4-SRC1 luciferase reporter, luminescence; inhibition, % at 3.6 µM; 360,000 tested, 0.12% active;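 active means inhibition above the campaign mean plus 3 SD, with each screening campaign given its own cutoff, cut at about 60% in these data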;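 further: 0% = DMSO treated cells and 100% = gossypol at 36 µM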
# NOD2 RIPK2 PPI: blocks binding of human NOD2 to RIPK2 | CHO BLA complementation NOD2-RIPK2, CCF4 ratio | inhibition, % at 4.98 µM | 360,000 tested, 0.38% active | O43353; in the data active means inhibition above about 21%;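 further: 0% = vehicle only and 100% = reference blocker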
# EBV LMP1 NFkB: Epstein-Barr LMP1 NF-kappaB reporter inhibition. LMP1-induced NF-kappaB luciferase reporter cells, luminescence. inhibition, % at 12.5 µM. 350,000 tested, 0.69% active; in the data active means inhibition above about 41%; inconclusive means no clear call, values can overlap the other calls;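 further: 0% = neutral control wells and 100% = reference inhibitor control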
# TROY signal inh: inhibitors of TROY-dependent NF-kB signaling | Q293 LMP1-TROYcd NF-kB luciferase reporter, 4 h | inhibition, % at 10 µM | 360,000 tested, 0.98% active | AID 1347056;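 active means compounds whose plate-normalised and pattern-corrected inhibition of the luciferase reporter signal at the single screening dose is 50% or more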
# C8 TRAIL sens: sensitizes caspase-8 expressing cells to TRAIL; inhibition (viability loss, TRAIL sensitization), % at 10 µM; 360,000 tested, 1% active; AID 624354; NB7+C8 cells + TRAIL, ATPlite viability luminescence;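 active means compounds causing at least 50% loss of cell viability in the single-dose screen, relative to plate controls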
# TLR9-MyD88 inh: blocks human TLR9 binding to MyD88 | 340,000 tested, 0.21% active | inhibition, % at 4.98 µM | CHO BLA complementation TLR9-MyD88, CCF4 FRET ratio | Q9NR96+Q99836;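 active means inhibition above the mean over all tested compounds plus 3 SD, cut at about 21% in these data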;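 further: 0% = DMSO only wells and 100% = clavulanate BLA inhibitor control wells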
# An asterisk follows results filed as active; ? = inconclusive; · = not tested or not shown; & = joins results of further samples. Some of the compounds tested; the hit share may differ from the screen's.
SMILES,NR5A2 inv ag,SRC3 inh,COUP-TFII inh,TWEAK-Fn14 inh,SRC2 inh,SRC1 inh,NOD2 RIPK2 PPI,EBV LMP1 NFkB,TROY signal inh,C8 TRAIL sens,TLR9-MyD88 inh
CCOc1ccc(C/C(N)=N/n2cnnc2)cc1,9,-18,-10,-28,-2,4,-9,11,-4,-16,5
CC1CCN(C(=O)CCNS(=O)(=O)c2ccc(Cl)cc2)CC1,-7,-26,-1,11,-14,-21,-7,0,-17,16,-5
COc1ccc(N(C(=O)c2ccc(Br)o2)C2C=CS(=O)(=O)C2)cc1 (stereo not drawn),-6,2,-3,13,-11,2,3,-4,4,12,0
O=C1c2ccccc2NC(c2cc(Cl)cc(Cl)c2O)N1Cc1cccnc1 (stereo not drawn),10,-5,2,10,3,1,-12,7,-2,-20,0
O=C(CCc1ccccc1F)N1CCN(c2ccccc2)CC1,2,-7,-8,-19,-4,-10,2,-5,-13,-2,0
O=C(Nc1ccccc1Cl)Nc1ccnn1C1CCN(C(=O)C2CCOC2)CC1 (stereo not drawn),13,-3,5,7,19,1,5,2,-6,-11,-13
Cc1c(C#N)c(O)[nH]c(=O)c1N=Nc1ccc(S(N)(=O)=O)cc1,23,10,-3,15,0,23,-3,9,2,-2,13
Cc1ccc(NC(=O)Cc2ccc(-c3ccccc3)cc2)nc1,18,-24,-10,9,0,-3,3,-3,8,-16,0
CS(=O)(=O)c1ccc(Sc2nc3ccccc3s2)c([N+](=O)[O-])c1,20,73*,·,99*,·,11,-2,56*,38,21,4
Cc1cccc(C)c1NC(=S)N(Cc1cccs1)C1CCCC1,16,-13,5,-9,2,-6,-6,2,6,7,-2
CC1CCN(c2ncnc3c2cnn3-c2ccccc2)CC1,-139,-79,-19,-5,-48,-76,-1,-34,14,47,-1
COc1cc(C(=O)NCc2ccc(C)cc2)ccc1OC(F)F,15,3,3,-16,18,-67,2,5,-10,-12,8
COc1ccc(NC(=O)C(=O)NCCC2CCCCN2S(=O)(=O)c2ccc(F)cc2)cc1 (stereo not drawn),26,21,1,15,11,6,-5,0,-6,18,4
Cc1cccc(NC(=O)C2CC(=O)N/C(=N/N=C/c3ccco3)S2)c1 (stereo not drawn),12,18,-6,-10,0,-9,-9,-18,-1,5,-13
COc1ccc(-c2ccc(-c3cc(=O)oc4cc(OC)c(OC)c(OC)c34)cc2)cc1F,-34,-21,-16,-5,1,-17,0,16,-11,-12,-7
O=S1(=O)CC(N2CCCC2)CN1Cc1ccccc1 (stereo not drawn),-20,19,11,0,-5,3,-2,·,-3,6,·
C=CCn1c(Cc2c[nH]c3ccccc23)nnc1SCC(=O)NCc1ccccc1,8,-6,·,13,·,-1,1,-5,-4,0,5
COc1ccccc1CN(Cc1nc2ccccc2c(=O)[nH]1)C(=O)Nc1ccccc1,-6,3,7,-13,-4,10,0,-5,5,-3,-4
CCn1c(/C=N/Nc2ccc(C(=O)O)cc2)nc2ccccc21,-12,6,-11,-11,0,-9,1,-3,-41,11,-2
COc1ccc(C(=O)N(C)[C@H]2C[C@H]3c4[nH]c5ccccc5c4CCN3C(=O)[C@H]2CO)cc1,-9,2,-13,17,10,3,2,1,-4,-8,-11

# Part of the list above, bar-delimited:
structure | NR5A2 inv ag | SRC3 inh | COUP-TFII inh | TWEAK-Fn14 inh | SRC2 inh | SRC1 inh | NOD2 RIPK2 PPI | EBV LMP1 NFkB | TROY signal inh | C8 TRAIL sens | TLR9-MyD88 inh
CC1CCN(C(=O)CCNS(=O)(=O)c2ccc(Cl)cc2)CC1 | -7 | -26 | -1 | 11 | -14 | -21 | -7 | 0 | -17 | 16 | -5
COc1ccc(N(C(=O)c2ccc(Br)o2)C2C=CS(=O)(=O)C2)cc1 (stereo not drawn) | -6 | 2 | -3 | 13 | -11 | 2 | 3 | -4 | 4 | 12 | 0

# (more compounds)
SMILES,NR5A2 inv ag,SRC3 inh,COUP-TFII inh,TWEAK-Fn14 inh,SRC2 inh,SRC1 inh,NOD2 RIPK2 PPI,EBV LMP1 NFkB,TROY signal inh,C8 TRAIL sens,TLR9-MyD88 inh
Cc1ccc(C(=O)CSc2nnc(-c3cccs3)n2C)o1,-23,-22,-2,6,-39,1,6,2,-12,-7,-15
O=C(NCC1CCCO1)c1cc(-c2ccccc2F)no1 (stereo not drawn),-26,-52,-2,-50,-79,-145,1,1,-44,1,12
Nc1nc(CN2CCN(Cc3ccccc3)CC2)nc(Nc2ccccc2)n1,-14,-8,12,10,-5,-4,-10,-6,-11,-1,-4
O=C1NC(=O)C(Cc2cccc(Oc3ccccc3)c2)S1 (stereo not drawn),-3,13,16,22,-9,-35,2,-1,-24,3,-5
CCN1CCN(C(c2cccs2)C(C)NC(=S)NC2CCCCC2)CC1 (stereo not drawn),-31,1,17,14,-7,-1,2,-4,18,4,1
O=C(NC(=S)NC1CCCCC1)c1ccccc1[N+](=O)[O-],-21,-6,-16,0,-19,-9,3,-2,-32,-1,1
O=C(NCCCn1ccnc1)c1cc(-c2cccnc2)nc2ccc(Br)cc12,16,-1,10,-33,-24,-2,3,-10,6,3,-4
COc1cc(-c2nnc(COC(=O)c3cc(C)no3)o2)cc(OC)c1OC,-11,-5,-5,-2,4,-17,-3,-2,2,4,-9
COc1ccccc1NC(=O)CCN1C(=O)c2ccccc2S1(=O)=O,3,6,-24,-6,6,-13,1,7,-3,-5,2
COc1cccc(NC(=O)C2(C)CCN2C(C)C)c1OC (stereo not drawn),29,-8,1,-2,18,6,-10,·,-1,-1,·
COc1cc(CC(=O)Nc2ccc(S(=O)(=O)N(C)C)cc2)cc(OC)c1OC,4,-20,6,12,-1,11,-4,5,10,5,-7
CNc1ccccc1C(C)(C)c1cc(C)[nH]n1,-10,-1,3,-1,-2,8,-8,-1,11,6,-8
Cc1cc(C(=O)N/N=C/c2cc(Br)ccc2OC(=O)c2ccccc2)n[nH]1,2,28,4,23,27,15,7,22,21,-2,2
COc1ccc(S(=O)(=O)NCc2ccc(C(=O)NCCN(C)Cc3ccccc3)cc2)cc1,-17,-11,-7,-11,11,-22,-9,·,6,6,·
O=C(NCCCN1CCCC1=O)c1ccc2c(c1)OCO2,-6,-19,-2,0,-33,-6,-10,2,-10,-3,-4
Cc1sc(NC(=O)c2ccccc2)c(C(=O)c2ccccc2)c1C,-17,11,-10,-10,16,9,-5,1,-13,-1,-8
COc1ccc(-n2nc(C(=O)NCC(=O)N3CCCC3)c3ccccc3c2=O)cc1,-19,5,-12,47,-49,0,-4,-3,7,7,1
COc1ccc(Cl)cc1NC(=O)COc1cccc(-n2cnnn2)c1,3,10,-10,16,-21,-2,2,?,-14,4,-38
COc1ccccc1NC(=O)Nc1ccc(F)c(F)c1,-37,2,-9,0,-5,-32,5,1,-40,-3,-5
COc1ccc(OCC(=O)Nc2ccccc2C(=O)Nc2ccc(C(=O)O)cc2)cc1,-24,0,16,-7,-3,-7,-6,-5,3,-7,-4
CC(C)Oc1ccc(S(=O)(=O)N2CCOCC2)cc1NC(=O)c1ccc(N2CCCC2=O)cc1,-8,2,21,4,-6,-10,3,-4,12,15,-2
COc1ccc(CCNC(=O)COc2coc(CN3c4ccccc4CC3C)cc2=O)cc1OC (stereo not drawn),-5,-10,21,0,-10,-4,-4,10,12,0,-8
O=C(C(=O)N1CCC(Cc2ccccc2)CC1)c1ccccc1,-4&29,·,6&-37,·,1&-26,·,-14&2,·,·,-6&-20,·
CC(C)(C)C(=O)CC1(O)C(=O)N(Cc2ccccc2)c2ccccc21 (stereo not drawn),2,5,·,5,·,-54,3,4,23,3,11
CN(CCCC(=O)Nc1nccs1)S(=O)(=O)c1ccc(Cl)cc1,7,0,11,15,3,-3,-13,-3,11,17,8
CS(=O)(=O)c1ccc(Cl)c(NC(=O)CSC(=S)N2CCCC2)c1,17,2,7,16,7,-16,8,6,-2,12,6
CC(/C=C/c1ccco1)=N\NC(=O)CNc1ccc2ccccc2c1,16,-4,10,10,-16,-9,-8,-5,24,-3,0
CCc1ccc(C(=O)NNC(=O)c2cc(S(=O)(=O)N(C)C)ccc2N2CCCC2)cc1,-19,7,-13,-23,-9,-5,-5,-1,-3,-11,-7
CCCCc1ccc(NC(=O)Cn2c(=O)c(N3CCCCC3)c(N)n(C)c2=O)cc1,-5,0,-12,-15,-25,-7,-4,-4,-13,6,0
S=c1[nH]nc(-c2c[nH]c3ccccc23)o1,-9,-3,1,3,11,-7,-9,1,-37,-23,9
NC(=O)c1ncn([C@@H]2O[C@H](CNCc3ccc(-c4cc(C(F)(F)F)ccc4Cl)o3)[C@@H](O)[C@H]2O)n1,-14,-9,5,19,-8,0,-11,-4,14,2,1
COc1ccc(-n2c(NN)nc3sc4c(c3c2=O)CCCC4)cc1,-24,-2,-15,15,-38,-10,-4,17,0,-1,-3
O=C(NCC(F)(F)F)c1[nH]c(C(F)(F)F)nc1-c1ccccc1,0,-9,4,-4,-39,-25,-7,·,9,-8,·
CC(=O)N(c1ccc(C)cc1)c1nc(C)cc(C)c1C#N,-1,11,-5,-3,-44,7,-5,-4,-6,-13,-4
Cc1cccc2c(C(=O)N3CCCCC3)cc(-c3ccccc3)nc12,2,-4,12,-2,24,-11,3,-8,6,12,1
CC1=CC(C)(C)N(C(=O)CSc2nnc(-c3ccc(C)cc3)o2)c2ccc(C)cc21,1,9,19,5,-8,12,-15,1,-5,8,4
CC(=O)Nc1cccc(C(=O)NC(C)c2ccc(S(N)(=O)=O)cc2)c1 (stereo not drawn),3,2,3,11,8,-16,-1,-6,-1,0,3
Cc1ccc(NC(=O)NC(=O)N(C(C)C)S(C)(=O)=O)nc1,17,1,1,-2,-29,10,4,-27,-11,1,9
Cc1cc(O)c(C(C)C)cc1NC(=O)Cn1nc(C)c2ccccc2c1=O,-4,-12,4,-13,-9,-6,-6,-1,-15,8,4
COc1cc(C2/C(=C(\O)c3ccc4c(c3)CC(C)O4)C(=O)C(=O)N2CCCn2ccnc2)ccc1O (stereo not drawn),-5,6,0,0,12,-1,-3,-2,-42,12,-6
CN(C)CCN1C(=O)c2oc3ccccc3c(=O)c2C1c1ccc(F)cc1 (stereo not drawn),-20,3,7,2,-11,-12,3,1,-18,0,4
COc1ccc(CCNC(=O)CC2Nc3ccccc3NC2=O)cc1OC (stereo not drawn),-11,6,-6,3,-22,2,3,0,-25,-18,-4
O=[N+]([O-])c1cc([N+](=O)[O-])c(Oc2cc(F)cc(F)c2F)cc1NN1CCCCC1,-5,-1,-6,-11,14,-3,0,-19,-5,10,-4
CNC(=O)COc1ncnc2sc(C)c(C)c12,-10,-1,14,4,-29,-3,1,1,16,-16,-21
O=C(Nc1ncc(Cc2ccccc2Cl)s1)C1CCCO1 (stereo not drawn),-117,-122,-44,-46,-40,-85,-2,-30,-28,18,2
CCn1c(SCc2nc3ccccc3s2)nnc1-c1cccs1,-81,-43,-22,-2,-25,-78,-2,-36,6,7,8
Cc1ccc(OCC(=O)Nc2ccc(Cl)cc2)c(-n2nc3ccccc3n2)c1,0,2,0,-16,-1,-26,5,-58,17,13,-5
Cc1ccc(NC(=O)Nn2cnnc2)cc1Cl,6,-24,8,9,-6,-9,-14,3,3,0,8
O=C(c1ccc(Cl)c(S(=O)(=O)N2CCc3ccccc3C2)c1)N1CCN(c2ccccc2)CC1,-7,23,7,27,19,13,0,10,22,22,-5

# Bioassay records from PubChem.
